TDP1 cell noCPT = qHTS for Inhibitors of human tyrosyl-DNA phosphodiesterase 1 (TDP1): qHTS in cells in absence of CPT. DT40 Tdp1-/- hTDP1 cells, no CPT, ATP luminescence, 48 h. Potency, µM (top dose mostly 46.2 µM), for inactives: at the top dose activity change, negative = growth inhibition, actives largely listed as inhibitors. hit rate 15% among 420,000. AID 686978, 2013; note: nearly all actives have a fitted effect of over 55% in size
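Chicken DT40 Tdp1-/- cells complemented with human TDP1, screened without camptothecin (DMSO vehicle only), 400 cells/well. Compounds pin-transferred, cells incubated at 37 °C for at least 48 hr. Growth read as ATP-dependent luminescence (CellTiter-Glo, 30 min at RT).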
KAT2A inh = qHTS Assay for Inhibitors of GCN5L2; Histone acetyltransferase KAT2A (Homo sapiens), Q92830; Potency, µM (doses to about 58.9 µM), for the others: at the highest dose activity change, negative = inhibition, actives largely listed as inhibitors; GCN5L2 HAT assay, ThioGlo1 CoA-SH fluorescence; hit rate 0.21% among 390,000; AID 504327, 2011
Target sequence (Q92830 whole entry, looked up): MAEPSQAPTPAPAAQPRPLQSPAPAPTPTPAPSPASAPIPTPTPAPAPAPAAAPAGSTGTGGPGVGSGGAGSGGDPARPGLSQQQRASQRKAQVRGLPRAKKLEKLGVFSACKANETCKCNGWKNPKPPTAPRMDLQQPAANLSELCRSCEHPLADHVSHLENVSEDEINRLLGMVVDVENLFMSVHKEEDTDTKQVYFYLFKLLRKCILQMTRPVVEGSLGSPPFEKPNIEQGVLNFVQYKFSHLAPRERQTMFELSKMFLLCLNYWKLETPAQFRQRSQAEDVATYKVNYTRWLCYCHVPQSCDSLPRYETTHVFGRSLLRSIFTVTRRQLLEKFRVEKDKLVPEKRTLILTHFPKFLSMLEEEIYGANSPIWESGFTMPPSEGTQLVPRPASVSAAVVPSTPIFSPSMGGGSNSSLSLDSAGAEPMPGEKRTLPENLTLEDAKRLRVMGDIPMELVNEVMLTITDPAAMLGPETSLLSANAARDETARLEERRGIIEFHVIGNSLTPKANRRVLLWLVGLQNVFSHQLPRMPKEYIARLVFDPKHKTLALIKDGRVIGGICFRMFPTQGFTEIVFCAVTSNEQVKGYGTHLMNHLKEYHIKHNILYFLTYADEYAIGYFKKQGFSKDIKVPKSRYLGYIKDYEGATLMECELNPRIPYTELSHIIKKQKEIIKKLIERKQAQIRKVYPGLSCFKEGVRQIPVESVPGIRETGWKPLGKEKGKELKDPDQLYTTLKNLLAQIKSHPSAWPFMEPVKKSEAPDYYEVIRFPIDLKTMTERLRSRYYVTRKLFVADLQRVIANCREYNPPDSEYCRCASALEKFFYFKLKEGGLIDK
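Free CoA generated was detected with ThioGlo1 (50uM) fluorescence at Ex340nm/Em540nm, read immediately and after 20 min at room temperature. Enzyme, 20 nM in HEPES pH 7.5 buffer, saw compounds 15 min before adding 75uM H3(1-25) peptide and 70uM acetyl-CoA.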
DT40 TDP1 CPT = qHTS for Inhibitors of human tyrosyl-DNA phosphodiesterase 1 (TDP1): qHTS in cells in presence of CPT; chicken DT40 Tdp1-/-;hTDP1 cells + 20 nM CPT, ATP luminescence, 48 h; Potency, µM (doses to about 46.2 µM), for inactives: at the top dose activity change, negative = growth inhibition, most hits filed as inhibitors; hit rate 12% among 420,000; AID 686979, 2013; note: nearly all actives have a fitted effect of over 55% in size
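Chicken DT40 Tdp1-/- cells stably complemented with human TDP1 were seeded at 400 cells/well in medium containing 20 nM camptothecin, exposed to pin-transferred compounds, and grown at 37 °C for at least 48 hr. Viability was read as ATP luminescence.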
An asterisk follows results filed as active; ? = inconclusive; nt = no result given; & = joins results of further samples; [ ] = remark or other dose. Calls come from the whole dose curve; as a rule, active = well fitted curve in the direction sought with a large enough effect; inconclusive = small, poorly fitted or top-dose-only effect, or another doubt; inactive = no such curve, though single readings can be large; an effect the other way counts as inactive or inconclusive. % is set by controls: 0 for no effect and ±100 for the full control effect; potency is the fitted concentration of half-maximal effect. This is a subset (hit frequency here may not be typical).

SMILES	TDP1 cell noCPT	KAT2A inh	DT40 TDP1 CPT
COc1cccc(CC2(CO)CCCN(Cc3cc(F)ccc3-n3cccn3)C2)c1 (centres undefined)	?	1%	?
O=C(Cn1cc(C(F)(F)F)ccc1=O)N1CCc2ccccc21	-28%	-3%	5%
CCCCOc1ccc(C(=O)N2CCCCCC2)cc1	-23%	-21%	-12%
Cc1ccc2c(c1)N(C(=O)CCC(=O)Nc1ccccc1Br)CC(C)O2 (centres undefined)	?	?	?
CSc1ccc(N2C(=O)NC3(CCCCC3)C2=O)cc1	-3%	1%	-16%
O=C(CN1C(=O)c2ccccc2C1=O)c1ccc(F)cc1	-6%	?	5%
O=C1CCC([N+](=O)[O-])C(c2ccc(Cl)c([N+](=O)[O-])c2)N1 (centres undefined)	-1%	0%	8%
Cc1cc(C(=O)CSc2nnc(-c3ccc(OC(F)F)cc3)o2)c(C)n1Cc1cccs1	-16%	-6%	-32%
CC(=O)c1c(C)[nH]c(C(=O)Nc2ccc(S(=O)(=O)N(C)C)cc2)c1C	?	2%	?
Cc1cc(/C=C2\SC(=O)N(CC(=O)Nc3ccccc3F)C2=O)c(C)n1C	-23%	-10%	-9%
COc1ccccc1NC(=O)C1=C(C)NC(=O)NC1c1ccco1 (centres undefined)	-6%	2%	-5%
O=C1NC(=S)NC(=O)C1=Cc1ccccc1C(=O)O	0%	nt	15%
O=C(CC1COc2ccccc2O1)NCCc1ccccc1 (centres undefined)	-20%	-1%	-20%
CCCS(=O)(=O)NC(=O)C1(C)CCN(C(=O)Cc2ccc(OC)cc2)C1 (centres undefined)	-7%	nt	-11%
COc1ccc(-c2nn(-c3ccccc3)cc2/C=C2/SC(=S)N(CCC(=O)O)C2=O)c(C)c1	?	?	?
COc1ccc(NC(=O)/C(N=Nc2ccc(Cl)c(S(=O)(=O)Nc3ccc(Cl)cc3)c2)=C(\C)O)cc1	-20%	0%	-2%
COc1ccc([N+](=O)[O-])cc1NC(=O)CC1SC(=Nc2cccc(C)c2C)N(/N=C/c2cccc(OC)c2OC)C1=O (centres undefined)	-9%&4%	-7%	14%&-6%
C/C(=N/OC(=O)c1ccc(C)cc1)C(=O)c1ccc(Br)cc1	-19%	?	3%
Cc1cc(SCC(=O)N/N=C/c2cccnc2)nc2c(C)cccc12	-7%	7%	0%
Cc1ccc(C)c(S(=O)(=O)NCCCc2ccccc2)c1	-15%	-10%	32%[activator]
CCCOc1cccc(C(=O)NCCNC(=O)c2ccc(C)nc2)c1	-6%	-2%	4%
CS(=O)(=O)c1ccc(-c2cccc(NC(=O)c3ccc(Br)o3)c2)nn1	-15%	1%	-16%
O=C(CN1C(=O)C2C3CC(C(Br)C3Br)C2C1=O)Nc1ccc(C(=O)O)cc1 (centres undefined)	0%	3%	-12%
COc1cccc(C(O)CC(N)=O)c1 (centres undefined)	-3%	0%	-4%
Cc1ccc(C2=NN(C(=O)CNCCO)C(c3cccs3)C2)cc1 (centres undefined)	?	-2%	?

Overlap with the part before: five entries; new compounds follow.
SMILES	TDP1 cell noCPT	KAT2A inh	DT40 TDP1 CPT
CCCOc1cccc(C(=O)NCCNC(=O)c2ccc(C)nc2)c1	-6%	-2%	4%
CS(=O)(=O)c1ccc(-c2cccc(NC(=O)c3ccc(Br)o3)c2)nn1	-15%	1%	-16%
O=C(CN1C(=O)C2C3CC(C(Br)C3Br)C2C1=O)Nc1ccc(C(=O)O)cc1 (centres undefined)	0%	3%	-12%
COc1cccc(C(O)CC(N)=O)c1 (centres undefined)	-3%	0%	-4%
Cc1ccc(C2=NN(C(=O)CNCCO)C(c3cccs3)C2)cc1 (centres undefined)	?	-2%	?
CCOc1ccc(C(=O)C(C)OC(=O)Cn2cnc3c2c(=O)n(C)c(=O)n3C)cc1 (centres undefined)	-13%	-4%	-15%
Cc1csc(NC(=O)c2ccc3c(c2)OCO3)n1	-26%	-4%	-19%
CCCOc1ccc(CNC(=O)Cn2cc3c(n2)-c2c(oc(C(=O)N4CCOCC4)c2C)CC3)cc1	23µM*	-3%	?
Cc1ccc(C)c(NC(=O)c2cc(S(=O)(=O)NCCC3=CCCCC3)ccc2F)c1	21µM*	-6%	?
Cc1ccc([C@@H]2[C@@H]3C(=O)N(C)C(=O)[C@@H]3[C@]3(C)C(=O)N(CC4CC4)CC(=O)N23)o1	-12%	-2%	-2%
CCOc1ccc(CNC(=O)c2ccc3nc(CC)c(CC)nc3c2)cc1	18µM*	1%	16µM*
O=C(Cc1ccc(-c2ccccc2)cc1)NCCS(=O)(=O)N1CCN(c2cccc(Cl)c2)CC1	?	0%	?
CC(C)C[C@H](NC(=O)c1[nH]cnc1C(=O)N[C@@H](Cc1ccccc1)C(=O)OC(C)(C)C)C(=O)OC(C)(C)C	?	-6%	16µM*
Cc1c(C(=O)Nc2ccc(Cc3ccncc3)cc2)cccc1[N+](=O)[O-]	?	-5%	?
CCCCOC(=O)C1CN(c2ccccc2)N=C1C(=O)OCC (centres undefined)	21µM*	0%	23µM*
CCOC(=O)Cn1c(=O)n(C2CCCCC2)c2nc(-c3cccc(C)c3)nc(C(N)=O)c21	-6%	3%	?
CCC(=O)c1ccc(OCC(=O)OCC(=O)N2CCc3ccccc3C2)cc1	-16%	0%	-2%
O=C(NCCC(=O)N1CCC2(CC1)NCCc1[nH]cnc12)c1ccc(F)c(F)c1	5%	0%	-12%
Fc1cccc(Nc2ncnc3c2cnn3-c2ccccc2)c1	16µM*	-9%	?
CC(=O)N1c2ccc(S(=O)(=O)NCCC(=O)NC3CCCC(C)C3C)cc2CC1C (centres undefined)	?	?	-45%
Cc1c(N2C(=O)C3C4C=CC(C4)C3C2=O)c(=O)n(-c2ccccc2)n1C (centres undefined)	0%	-7%	4%
CCN1CCN(C(=O)c2ccc(OC3CCN(CCc4ccccc4)CC3)cc2)[C@@H](C)C1=O	-4%	1%	2%
COc1ccc(C(=O)NNC(=O)Cc2ccc(-c3ccccc3)cc2)cc1OC	-11%	5%	-27%
CCOc1ccc(OCC)c(NC(=O)c2nnn(CC(=O)Nc3cc(C)cc(C)c3)c2N)c1	-25%	-7%	-23%
CCn1cc(C(=O)NCc2ccccc2)c(=O)c2cc(S(=O)(=O)N3CCc4ccccc4C3)ccc21	?	-15%	?
O=C1CNC(=O)/C(=C\c2ccccc2)N1	14%	0%	14%
CC(=O)Nc1nonc1-c1nc2ccccc2n1C	-4%	-9%	-15%
O=C(NC(=S)Nc1cc(S(=O)(=O)N2CCOCC2)ccc1O)c1ccco1	?	-3%	-6%
COc1ccc2nc(NC(=O)c3ccccc3F)sc2c1	?	2%	-24%
CCCCn1c(N)c(N(CCOC)C(=O)CCNC(=O)c2ccc(Br)cc2)c(=O)[nH]c1=O	3%	1%	-2%
SMILES	TDP1 cell noCPT	KAT2A inh	DT40 TDP1 CPT
COc1ccccc1CCC(=O)Nc1ccc(OC)c(S(=O)(=O)N2CCCCC2)c1	-27%	-5%	?
C=C(c1ccccc1)c1ccccc1N	5%	1%	11%
O=C(Nc1c(F)cccc1F)c1ccc(-n2cncn2)nc1	3%	-2%	1%
CN(C)c1ccc(/C=C2\CCC/C(=C\c3ccccc3)C2=O)cc1	?	3%	?
O=C(CNC(=O)c1ccccc1)NCc1nc2ccccc2[nH]1	-4%	4%	-8%
CCN(CC)CCCNC(=O)Cn1cnc2sc(C)c(S(=O)(=O)N3CCN(c4ncccn4)CC3)c2c1=O	-2%	-7%	-2%
Cn1cnnc1SCC(=O)Nc1ccc(Oc2ccccc2)cc1	-17%	0%	-16%
COc1ccc(OC)c(-c2cc(C(=O)N/N=C/c3ccc(F)cc3)c3ccccc3n2)c1	1µM*	nt	5.2µM*
CN(Cc1ccccc1)C(=O)c1cccc(NC(=O)Cc2ccc(NC(=O)C3CCN(S(=O)(=O)c4cccc([N+](=O)[O-])c4)CC3)cc2)c1	-27%	nt	-26%
COc1ccc(-c2nc(CS(=O)(=O)CC(=O)NCc3ccccc3OC)c(C)o2)cc1	-7%	-3%	-11%
Nc1c(C(=O)Nc2nccs2)sc2nc(-c3cccs3)cc(C(F)(F)F)c12	?	-10%	-3%
CCC(=O)Nc1ccc(NC(=S)NC(=O)/C=C/c2ccco2)cc1	?	-16%	?
Cc1ccc(NC(NC(=O)c2cccs2)C(Cl)(Cl)Cl)cc1 (centres undefined)	?	-5%	?
CCC(C)(C)NC(=O)C(c1ccccc1)N(C(=O)c1csnn1)C1CC1 (centres undefined)	-22%	0%	-15%
Cc1cnc(NC(=O)CC(C)c2ccccc2)s1 (centres undefined)	5.2µM*	-6%	6.5µM*
COc1ccc([C@@H]2[C@@H]3C(=O)N(C(C)(C)C)C(=O)[C@@H]3[C@]3(C)C(=O)N(c4ccc(C(F)(F)F)cc4)C(=O)N23)cc1	16µM*	-26%	?
CCOC(=O)/C(=N\Nc1ccccc1)S(=O)(=O)c1ccccc1	?	0%[0.501 µM]	-18%
CCCS(=O)(=O)NC(=O)C1(C)CCCN(C(=O)c2cc(-c3ccccc3)cs2)C1 (centres undefined)	-16%	nt	-13%
CCCCSc1nnc(-c2ccc(NC(=O)CC)cc2)n1C	-21%&1%	-3%	-18%&-17%
Cc1ccc(C(=O)Nc2ccc(OCc3ccccc3)cc2)s1	-4%	-4%	0%
COc1ccc(S(=O)(=O)N2CCCCC2)cc1NC(=O)c1ccc(CS(C)(=O)=O)cc1	18µM*	-1%	-6%
CCOc1cc(C(=S)N2CCCC2)ccc1OC(=O)Cc1ccc(F)cc1	-2%	-15%	-5%
Cc1ccc(CC(=O)Nc2nc3c(s2)CCCC3)cc1	?	-6%	?
COc1ccccc1NC(=O)CCSc1nnc(-c2ccc(O)cc2)o1	-19%	-7%	0%
Cc1ccc(-n2nc3c(=O)n(CC(=O)NCc4ccc(C)o4)nc(C)c3c2C)cc1	?	2%	?

Single records, from the list above.
`CCC(=O)Nc1ccc(NC(=S)NC(=O)/C=C/c2ccco2)cc1` is entered as TDP1 cell noCPT = ?; KAT2A inh = -16%; DT40 TDP1 CPT = ?
`O=C(CNC(=O)c1ccccc1)NCc1nc2ccccc2[nH]1` is entered as TDP1 cell noCPT = -4%; KAT2A inh = 4%; DT40 TDP1 CPT = -8%

(continued)
SMILES	TDP1 cell noCPT	KAT2A inh	DT40 TDP1 CPT
CCn1cc(C(=O)NCC2CCCO2)c(=O)c2cc(S(=O)(=O)N3CCCCC3)ccc21 (centres undefined)	-23%	-11%	?
CCCCN1C(=O)C(O)(CC(=O)c2c(C)coc2C)c2ccccc21 (centres undefined)	-29%	-4%	-6%
CSc1nc2ccc(Br)cc2[nH]1	?	-3%	?
c1ccc2[nH]c(-c3ccncc3)nc2c1	-11%	-3%&-12%	0%
O=C1CC(NNc2ccccc2)C(=O)N1c1ccc(N2CCCCC2)cc1 (centres undefined)	?	1%	?
CCOc1ccc(C(=O)Nc2ccc3nc(SCC(=O)N(C)c4ccccc4)sc3c2)cc1	3.7µM*	-15%	2.1µM*
CSc1ccc(CN(C)C(=O)C(c2ccccc2)c2ccccc2)cc1	-14%	-15%	-25%
Cc1cc(Cl)ccc1OCCCC(=O)Nc1ccc(S(=O)(=O)Nc2ncccn2)cc1	-13%	-3%	19%
Cc1ccc(NC(=O)Cn2c(=O)n(-c3ccccc3)c(=O)c3ccc(C(=O)NCc4ccc5c(c4)OCO5)cc32)c(C)c1	-14%	0%	?
CCOc1ccc(CCNC(=O)c2nnc(Cc3ccc(Cl)cc3Cl)o2)cc1OCC	-8%	-2%	-13%
O=C(O)Cc1ccc(C(=O)c2cccs2)s1	-15%	-6%	-11%
O=C(O)c1cccc(N/N=C/c2cccc3ccccc23)c1	-2%	-3%	20%
Cc1ccc(NC(=O)CSc2nnc(C)c(=O)n2N)cc1Cl	0%	-5%	0%
CC1Oc2ccccc2N(CC(=O)NC2CC2)C1=O (centres undefined)	0%	-5%	15%
O=C(Oc1cc2oc(=O)cc(-c3ccccc3)c2cc1Cl)C1CCCCC1	-13%	-29%	2%
CCCCN1CC(COCc2ccccc2)Oc2cccc(F)c2S1(=O)=O (centres undefined)	?	nt	?
COc1cccc(C2c3[nH]c4ccccc4c3C[C@H]3C(=O)N(c4ccccc4C(=O)N4CCC(C(=O)O)CC4)C(=O)N23)c1 (some centres undefined)	5%	-10%	4%

Shown with values under each structure: part of the list above
Below each SMILES – TDP1 cell noCPT | KAT2A inh | DT40 TDP1 CPT
> CCCCN1C(=O)C(O)(CC(=O)c2c(C)coc2C)c2ccccc21 (centres undefined)
 : -29% | -4% | -6%
> CSc1nc2ccc(Br)cc2[nH]1
 : ? | -3% | ?
> c1ccc2[nH]c(-c3ccncc3)nc2c1
 : -11% | -3%&-12% | 0%

Compound activity deposited in PubChem BioAssay by National Center for Advancing Translational Sciences (NCATS).
